Compound activity (PubChem)
HTT cytoprotect = qHTS Multiplex Assay to Identify Dual Action Probes in a Cell Model of Huntington: Cytoprotection (ATP). hit rate 0.14% among 230,000. PC12 HTT-Q103 induced, cytoprotection, ATP luminescence, 40 h. Potency, µM (series often up to 56.4 µM), inactives show cytoprotection (ATP increase), most hits filed as activators;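 further: potency means the concentration at half of the fitted maximal effect; % of control where 0% means no effect; nearly all actives have a fitted effect of over 45% in size; toxic huntingtin expression switched on by the ecdysone agonist tebufenozide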
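PC12 cells with ecdysone-inducible HTT exon 1 Q103-GFP, induced with 100 nM tebufenozide and co-treated with library compounds in a dose series (1536-well, 1500 cells/well). Cytoprotection read as ATP content by ATPlite luminescence.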
HttQ103 aggreg = qHTS Multiplex Assay to Identify Dual Action Probes in a Cell Model of Huntington: Aggregate Formation (GFP); PC12 HttQ103-GFP aggregates, Acumen cytometry, 40 h; Potency, µM (doses to about 46.1 µM), without a hit: at the top dose activity change, negative = inhibition, hits mostly inhibitors; hit rate 1.1% among 220,000; AID 1688, 2009; further: potency means the concentration at half of the fitted maximal effect; on the % scale 0 is the no-effect control and ±100 the full control effect; nearly all actives have a fitted effect of over 60% in size
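Using laser scanning cytometry, GFP-positive aggregates were counted after lysis of PC12 cells induced with 100 nM tebufenozide to express HTT exon 1 Q103–GFP. Compounds were tested in titration.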
GAA glycogen = qHTS Assay for Inhibitors and Activators of Human alpha-Glucosidase Cleavage of Glycogen. Potency, µM (doses to about 76.4 µM), inactives show top-dose activity change, negative = inhibition, actives largely listed as inhibitors. AID 2100, 2009. recombinant GAA, glycogen substrate, Amplex Red glucose oxidase fluorescence. Lysosomal alpha-glucosidase (Homo sapiens), P10253. hit rate 0.38% among 300,000;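 further: potency means the concentration at half of the fitted maximal effect; 0% = full enzyme reaction and -100% = no-enzyme basal signal; the screen sought inhibitors and activators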
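Recombinant enzyme (4 nM final) with compounds titrated up to 77 uM and bovine liver glycogen (30 ug) in citrate pH 5.0, 0.01% Tween-20, 37 C 40 min. Released glucose detected by Amplex Red/glucose oxidase (Ex 573/Em 610); AC50 from Hill fits.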
GAA spleen mod = qHTS Assay for Inhibitors and Activators of Human alpha-Glucosidase From Spleen Homogenate; hit rate 0.006% among 240,000; human spleen homogenate, 4-MU-alpha-glucoside fluorescence; Lysosomal alpha-glucosidase (Homo sapiens), P10253; Potency, µM (highest dose often 79.9 µM), without a hit: at the highest dose activity change, negative = inhibition, usual class: inhibitors;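 further: potency means the concentration at half of the fitted maximal effect; 0% = enzyme with vehicle and -100% = no enzyme basal signal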
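Human spleen homogenate (1 ug) with 4-methylumbelliferyl-alpha-D-glucopyranoside (1 mM final) in 50 mM citrate/phosphate pH 5.0, 0.01% Tween-20; 40 min at 37 C. Stopped at pH 10; 4-MU fluorescence Ex 365/Em 440 nm; AC50 by Hill fit.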
CBFb-RUNX1 inh = qHTS Assay for Compounds Blocking the Interaction Between CBF-beta and RUNX1 for the Treatment of Acute Myeloid Leukemia; Potency, µM (top dose mostly 59.8 µM), for inactives: at the highest dose activity, negative = inhibition, usual class: inhibitors; Runt-related transcription factor 1 (Homo sapiens) + Core-binding factor subunit beta …; AlphaScreen CBFb-His/RUNX1-biotin binding, biochemical; 230,000 tested, under 10 active; further: % of control where 0% means no effect
Target sequence (Q01196 whole entry, looked up): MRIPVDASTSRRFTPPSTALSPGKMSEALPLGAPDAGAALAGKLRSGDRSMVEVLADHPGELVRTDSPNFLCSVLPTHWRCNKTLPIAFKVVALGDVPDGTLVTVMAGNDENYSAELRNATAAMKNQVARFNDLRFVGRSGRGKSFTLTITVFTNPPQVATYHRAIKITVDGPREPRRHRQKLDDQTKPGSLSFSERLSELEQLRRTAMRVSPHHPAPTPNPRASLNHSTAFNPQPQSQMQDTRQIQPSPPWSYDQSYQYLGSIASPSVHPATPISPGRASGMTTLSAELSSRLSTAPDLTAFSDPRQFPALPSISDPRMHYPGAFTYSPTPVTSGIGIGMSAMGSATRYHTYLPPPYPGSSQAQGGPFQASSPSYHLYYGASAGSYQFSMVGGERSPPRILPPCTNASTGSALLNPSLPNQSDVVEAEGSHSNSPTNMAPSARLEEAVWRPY
Target sequence (Q13951 whole entry, looked up): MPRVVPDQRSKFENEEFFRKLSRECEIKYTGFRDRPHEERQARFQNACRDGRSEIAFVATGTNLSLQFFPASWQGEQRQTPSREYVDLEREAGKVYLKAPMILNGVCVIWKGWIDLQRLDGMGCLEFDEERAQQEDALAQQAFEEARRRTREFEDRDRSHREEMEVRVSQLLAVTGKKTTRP
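AlphaScreen proximity signal reports loss of binding between His-tagged CBF-beta and biotin-labelled RUNX1, each at 30 nM. Proteins are pre-associated for 20 minutes, compounds added for 15 minutes, then beads for 90 minutes, all at ambient temperature.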
GAA inh = qHTS Assay for Inhibitors of Human alpha-Glucosidase as a Potential Chaperone Treatment of Pompe Disease; Lysosomal alpha-glucosidase (Homo sapiens), P10253; hit rate 0.005% among 200,000; purified human GAA, 4-MU-alpha-glucoside fluorescence; AID 1466, 2008; Potency, µM (doses to about 76.9 µM), without a hit: at the top dose activity change, negative = inhibition, actives largely listed as inhibitors;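 further: potency means the concentration at half of the fitted maximal effect; plate controls were uninhibited enzyme wells for no effect and no-enzyme background for full effect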
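Human alpha-glucosidase, 4 nM, pre-mixed with test compounds before 400 uM 4-methylumbelliferyl substrate; 20 min room temperature at pH 5.0. Fluorescence read after pH 10 stop; AC50 values from Hill-equation fits.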
LMNA splice mod = qHTS Assay for Modulators of Lamin A Splicing | HeLa LMNA splicing GFP/RFP minigene ratio, 48 h | Potency, µM (doses to about 46.1 µM), for inactives: top-dose ratio change, negative = inhibition, most hits filed as inhibitors | hit rate 0.01% among 200,000 | AID 1487, 2009; active means well fitted inhibition curve with a large enough effect in the signal ratio, with a control signal flat, not every such curve was filed as active; inconclusive means small, poorly fitted or top-dose-only effect, or effect the other way, or a change in a side signal; the % refers to the signal ratio; further: potency means the concentration at half of the fitted maximal effect; on the % scale 0 is the no-effect control and ±100 the full control effect
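S3 HeLa cells stably expressing lamin A-EGFP splicing minigene plus DsRed2, 600 cells/well, 48 h compound exposure at 37C. Laser-scanning cytometry; analysed as GFP (500-530 nm)/RFP (575-640 nm) total intensity ratio; 0.5% DMSO vehicle.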
Active calls of the source: *; ? = inconclusive; / = not tested or not shown; [ ] = dose if it differs, or a comment. Unless noted, the call rests on the fitted dose curve; in most records, active means well fitted curve in the direction sought with a large enough effect; inconclusive means small, poorly fitted or top-dose-only effect, or another doubt; inactive means no such curve, though single readings can be large; an effect the other way counts as inactive or inconclusive. Rows are unselected (roughly 1.5% active in at least one column).

SMILES	HTT cytoprotect	HttQ103 aggreg	GAA glycogen	GAA spleen mod	CBFb-RUNX1 inh	GAA inh	LMNA splice mod
Cc1ccc(-c2nc(Cl)nc3ccccc23)cc1	-50%[inhibitor]	-9%	-19%	5%	10%	-8%	/
O=C(Oc1ccc(C(=S)N2CCCCC2)cc1)c1ccccc1F	-28%	?	-12%	0%	-8%	10%	/
O=C(COc1cccnc1[N+](=O)[O-])Nc1ccc2c(c1)CCC2	2%[10 µM]	-32%[9.22 µM]	6%	-2%	10%	/	/
CCOc1cc(C2C(C#N)=C(N)OC3CCCC(=O)C32)ccc1OCCN1CCOCC1 (stereo not drawn)	15%[0.074 µM]	?	-5%	-2%	1%	-1%	3%
Cc1cc(NCc2ccc3c(c2)OCO3)n2nc(C)nc2n1	-3%	-12%	-7%	-1%	-4%	2%	-10%
O=C(Cn1cnc2cc(Cl)ccc2c1=O)Nc1ccc2c(c1)OCO2	24%	11%	2%	-9%	0%	9%	15%
Cn1c(=O)c(Sc2ccc(Cl)cc2)c(O)c2ccccc21	12%[10 µM]	0%	-3%	0%	-2%	4%	-3%
O=C(N=c1nc2ccccn2s1)c1ccccc1	-98%[inhibitor]	14%	?	-1%	0%	-3%	-4%
CCCCNc1cnn(-c2ccccc2)c(=O)c1Cl	-1%[10 µM]	7%	-5%	-1%	11%	-7%	/
NC(=O)CCN1CCCCC1	16%[10 µM]	3%[9.22 µM]	-3%	5%	1%	8%	/
O=S(=O)(N=S(N1CCCCC1)N1CCCCC1)c1ccccc1	9%	?	-7%	-7%	7%	0%	11%
COc1ccc(-c2c(C)oc3c(CN4CCN(CCO)CC4)c(O)ccc3c2=O)cc1OC	-10%[0.074 µM]	-3%	10%	1%	-4%	4%	20%
CCOc1ccc(/C=N/n2cnnc2)cc1	6%	-7%	5%	-13%	10%	-9%	2%
CC(=O)N1CCc2cc(S(=O)(=O)CCC(=O)NCc3ccco3)ccc21	8%	-12%	6%	0%	3%	-1%	10%[9.22 µM]
CCN=C1SC(CC(=O)Nc2ccc3c(c2)OCO3)C(=O)N1CC (stereo not drawn)	9%[10 µM]	15%[9.22 µM]	9%	-3%	-3%	7%	/
COc1ccc(Cl)cc1NC(=O)NC(C)C(C)(C)C (stereo not drawn)	-40%	-14%	-24%	-2%	15%	-2%	/
O=C(Nc1ccccc1)/C(=C\c1ccncc1)NC(=O)c1ccccc1	7%	11%	4%	0%	3%	7%	10%
CC1(c2nnc(-c3ccc(F)cc3)o2)CC(c2cccc(Cl)c2)=NO1 (stereo not drawn)	-7%[10 µM]	-12%[9.22 µM]	-2%	2%	20%	/	/
COc1ccc(NC(=O)NC23CC4(C)CC(C)(CC(C)(C4)C2)C3)cc1OC	2%[10 µM]	-16%	10%	-4%	0%	-3%	?
CCN(CC)S(=O)(=O)c1cc(NS(=O)(=O)c2ccccc2)ccc1C	-73%[inhibitor][10 µM]	?	9%	-4%	2%	3%	-13%
C/C(CC(C)C)=N\NS(=O)(=O)c1ccc(C)c([N+](=O)[O-])c1	-6%[10 µM]	-2%[9.22 µM]	-1%	2%	-4%	/	/
CCOc1cccc2cc(-c3csc(NC(=O)CCC(=O)NCCCN4CCC(C)CC4)n3)c(=O)oc12	3%[10 µM]	24%	-5%	8%	10%	-1%	-8%[46 µM]
COc1cc(NS(=O)(=O)c2ccc(F)cc2)c(OC)cc1NC(=O)C1CC1	-2%	-3%	-7%	-6%	1%	4%	5%
Cc1ccc(/C(N)=N/OC(=O)c2ccc(Cl)cc2Cl)cc1	1%[10 µM]	1%	-4%	-1%	3%	2%	8%
Cc1oc2c(CN3CCOCC3)c(O)ccc2c(=O)c1-c1ccc(Cl)cc1	-10%[10 µM]	-16%[9.22 µM]	7%	0%	9%	-2%	/
Fc1ccc(C2NCCn3cccc32)cc1 (stereo not drawn)	-6%	9%	27%	-3%	0%	?	1%
C=CC#CC1(O)CC(C)N(C)CC1C (stereo not drawn)	-22%	?	7%	7%	-2%	6%	8%[46 µM]
Cc1ccccc1C(=O)Nc1nnc(-c2ccco2)o1	-4%[10 µM]	19%	-2%	-3%	2%	10%	/
Cc1ccccc1N=Cc1cccc(O)c1O	/	14%	0%	-7%	?	-9%	-7%
COc1ccc(CCNC(=O)Nc2ccc3c(c2)OCO3)cc1OC	-5%[10 µM]	-16%[9.22 µM]	16%	2%	-3%	2%	1%[46 µM]
Cc1onc(-c2ccc(Cl)cc2)c1-c1ccnc(SCC(=O)Nc2ccc(C(C)C)cc2)n1	2%[10 µM]	9%[9.22 µM]	-3%	-1%	8%	-6%[15.4 µM]	/
Cc1ccsc1/C=C1/NC(=O)N(Cc2ccc(F)cc2)C1=O	-11%	-8%[9.22 µM]	-17%	-5%	-2%	9%	/
Cc1ccc(C(=O)N2CCN(c3ccc(NC(=O)c4ccc(Br)o4)cc3)CC2)cc1	-33%	-21%	-4%	-11%	-7%	-3%	?
CCOc1ccccc1-c1cc(-c2ccccc2)nc2c1c(=O)n(C)c(=O)n2C	-54%	-17%	0%	-1%	3%	0%	-1%
COc1ccc(C(C)=O)cc1CN1C(=O)C(C)N(c2ccc(C)cc2)C1=O (stereo not drawn)	4%	-4%	-3%	2%	5%	-2%	?
Cc1cnc(NC(=O)c2cc3c(C)nn(-c4ccccc4)c3s2)s1	-35%[10 µM]	-23%	-6%	-1%	-8%	12%	-18%
COC(=O)c1cn[nH]c1NC(=S)Nc1ccccc1C	10%	-3%	-7%	-17%	-2%	6%	17%
COc1ccc(/C=C2\SC(=O)N(CCc3nnc(N)s3)C2=O)cc1	-11%[10 µM]	0%[9.22 µM]	-1%	6%	9%	/	/
CCOC(=O)N1CCN(C(=O)CSCC(=O)Nc2nc(-c3ccc(C)cc3)cs2)CC1	33%[10 µM]	?	0%	-9%	-3%	-2%	-18%
Cc1ccc(Oc2ccc(/C=N/O)cn2)cc1	-22%	-1%	16%	-7%	3%	-2%	-2%
CCOC(=O)C(=CNc1cc(C)nn1C(C)(C)C)C(=O)OCC	-11%[10 µM]	10%	-1%	-5%	8%	?	-13%
CC1CCCCN1Cc1nc2c(c(=O)n(C)c(=O)n2C)n1CCc1ccccc1 (stereo not drawn)	10%	2%	7%	3%	8%	?	18%
Cc1ccc(-c2csc(NC(=O)CSc3ncn(-c4ccccc4)n3)n2)cc1	-8%[0.074 µM]	-1%	-12%	-4%	1%	7%	6%
Cn1c(=O)c2c(-c3cccc(F)c3)c3c(nc2n(C)c1=O)-c1ccccc1C3O (stereo not drawn)	21%	-28%	8%	2%	2%	2%	-29%
S=C(Nc1ccc(Br)cc1Cl)N1CCC2(CC1)OCCO2	-10%[10 µM]	7%[9.22 µM]	15%	-9%	-1%	6%	8%[46 µM]
CC(C)C(=O)NNC(=O)c1cc2sccc2s1	5%[10 µM]	0%[9.22 µM]	-6%	-6%	8%	-11%	9%[46 µM]
CC(C)NC(=O)/C(C#N)=C/c1cccc(NC(=O)c2ccccc2Cl)c1	20%[10 µM]	25%	-5%	0%	13%	0%	?
CC(C(=O)Nc1ccccc1-c1ccccc1)N1CCOCC1 (stereo not drawn)	5%[10 µM]	-3%	-1%	-2%	-6%	-1%	6%

Fetched by structure from the list above, three records:
SMILES	HTT cytoprotect	HttQ103 aggreg	GAA glycogen	GAA spleen mod	CBFb-RUNX1 inh	GAA inh	LMNA splice mod
CCN=C1SC(CC(=O)Nc2ccc3c(c2)OCO3)C(=O)N1CC (stereo not drawn)	9%[10 µM]	15%[9.22 µM]	9%	-3%	-3%	7%	/
COc1ccc(NC(=O)NC23CC4(C)CC(C)(CC(C)(C4)C2)C3)cc1OC	2%[10 µM]	-16%	10%	-4%	0%	-3%	?
COc1ccc(/C=C2\SC(=O)N(CCc3nnc(N)s3)C2=O)cc1	-11%[10 µM]	0%[9.22 µM]	-1%	6%	9%	/	/

The list continues:
SMILES	HTT cytoprotect	HttQ103 aggreg	GAA glycogen	GAA spleen mod	CBFb-RUNX1 inh	GAA inh	LMNA splice mod
COCc1ccc(CN2CCCC(CO)(Cc3cccc(Cl)c3)C2)o1 (stereo not drawn)	7%[10 µM]	-2%[9.22 µM]	-6%	-5%	0%	?	10%[46 µM]
COc1ccc(OC)c(-c2csc(NC(=O)C3COc4ccccc4O3)n2)c1 (stereo not drawn)	-31%	9%	-5%	2%	-12%	4%	5%[9.22 µM]
CCc1cc2cc(C)cc(C)c2nc1SCC(=O)NNC(=O)c1ccco1	-6%[10 µM]	3%	-1%	-1%	0%	6%	-9%
Cc1cc(-n2cccn2)ccc1CN1CCN(CC(C)C)C(CCO)C1 (stereo not drawn)	-8%[10 µM]	9%[9.22 µM]	-2%	-1%	3%	/	/
O=C(c1cnn2c(C(F)(F)F)cc(-c3ccco3)nc12)N1CCc2ccccc2C1	33%[10 µM]	-16%	1%	-1%	13%	-8%	-4%
Cc1ccc2nc(Cl)c3nnnn3c2c1	-98%[inhibitor][10 µM]	3.5µM*	14%	-2%	?	?	/
CCC1=NC(c2ccccc2OC)N(O)C1(C)C (stereo not drawn)	4%	9%	?	1%	-1%	-4%	6%
CCn1cc(C(=O)OCC(=O)NCc2ccc3c(c2)OCO3)c(=O)c2ccc(C)nc21	4%	-10%	4%	-1%	1%	-5%	-6%
O=C1NC(=Nc2ccccc2)/C(=C/c2ccco2)S1	-10%[10 µM]	8%	-9%	-14%	-18%	-1%	?
Cc1ccc(CS(=O)(=O)c2ncn[nH]2)cc1	1%	23%	-11%	-17%	-5%	9%	11%[46 µM]
Nc1cccn2c(-c3ccc(Cl)cc3)cnc12	-69%[inhibitor]	6%	8%	-2%	-10%	-1%	-5%[9.22 µM]
CCNC(=S)NNC(=O)c1ccc2ncccc2c1	/	-10%	-5%	-7%	11%	3%	/
